Screening results deposited in PubChem BioAssay by NMMLSC.
T cell HTS: modulators of CD8 T cell-vesicle binding, primary screen, mouse 2C CD8+ T cells, flow cytometry; 330,000 tested, 0.068% active; 2C CD8+ T cell-vesicle binding; active compounds read low; calls only at 7 µM;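 active = response, share of CD8 T cells binding vesicles, and their 90th percentile fluorescence all below set limits, cut at about 80% in these data, passing the limit was not always enough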
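Material: 2C TCR transgenic mouse naive CD8+ T cells, MACS-purified. Also added: QL9-charged Drosophila Ld/ICAM-1/B7-1 vesicles. Timing: binding 1.5 h at 37 °C. Measured by: high-throughput flow cytometry with anti-B7-1 and anti-CD8 staining. Read-out: percent CD8+ FL2 mean versus row control. Controls: Unloaded micro-vesicles (low), QL9 vesicles with 0.7% DMSO (high).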
T cell HTS vesicle-bound %: also measured in T cell HTS; calls as there; double positive events, %; measured here: CD8+ vesicle-bound cell fraction;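 binding gate set so that unloaded-vesicle control wells show 10% double positive cells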
An asterisk follows results filed as active; i = inactive.

A first look, 3 compounds:
T cell HTS | T cell HTS vesicle-bound % | smiles
i | 32 | Cc1ccc(NC(=O)CN2C(=O)NC(C)(c3ccc4c(c3)OCO4)C2=O)cc1 (stereo unspecified)
i | 49 | COc1ccc(-c2csc(NC(=O)C3CCN(c4ncnc5sc(C)c(C)c45)CC3)n2)cc1OC
i | 9 | COc1ccc(C(=O)Nc2ccc(C)cn2)cc1S(=O)(=O)N1CCCc2ccccc21

The list itself (from the top)
T cell HTS | T cell HTS vesicle-bound % | smiles
i | 32 | Cc1ccc(NC(=O)CN2C(=O)NC(C)(c3ccc4c(c3)OCO4)C2=O)cc1 (stereo unspecified)
i | 49 | COc1ccc(-c2csc(NC(=O)C3CCN(c4ncnc5sc(C)c(C)c45)CC3)n2)cc1OC
i | 9 | COc1ccc(C(=O)Nc2ccc(C)cn2)cc1S(=O)(=O)N1CCCc2ccccc21
i | 3 | CCCCn1c(N)c(N(CCOC)C(=O)CSc2nnc(-c3ccc(C(C)(C)C)cc3)n2N)c(=O)[nH]c1=O
i | 60 | OC[C@@H](O)[C@@H](O[C@@H]1O[C@H](CO)[C@H](O)[C@H](O)[C@H]1O)[C@H](O)[C@@H](O)CO
i | 56 | CCN1CCN(C(=O)c2ccc(Cl)c(S(=O)(=O)N(C)c3ccccc3)c2)CC1
i | 34 | O=C(CCC(=O)c1cccs1)NNC(=O)c1cccc(Cl)c1
i | 8 | CC(C)CCN(C(=O)CCCSc1nc2ccccc2[nH]1)c1c(N)n(Cc2ccccc2)c(=O)[nH]c1=O
i | 45 | Cc1c(NC(C)C)c(=O)n(-c2ccccc2)n1C
i | 48 | Cn1c(N)c(C(=O)COC(=O)COc2cccc(Br)c2)c(=O)n(C)c1=O
i | 19 | C=C1CCC[C@]2(C)C[C@H]3OC(=O)C(CNCC(C)C)[C@H]3CC12 (stereo partly specified)
i | 64 | Cc1ccc(C(=O)NCC(c2ccco2)N2CCc3ccccc3C2)cc1 (stereo unspecified)
i | 24 | COc1ccccc1CNC(=O)CN1C(=O)NC2(CCCc3ccccc32)C1=O (stereo unspecified)
i | 57 | Cc1ccc(NS(=O)(=O)c2ccc(C(=O)NCc3ccc(S(N)(=O)=O)cc3)cc2)cc1
i | 26 | CCOc1ccc(CCNC(=O)COC(=O)Cn2nc(C)c([N+](=O)[O-])c2C)cc1OCC
i | 36 | O=C(COC(=O)/C=C/c1ccc(Cl)c(Cl)c1)NC1CCCC1
i | 20 | COc1ccccc1NC(=O)CSc1nnc(-c2ccoc2C)o1
i | 55 | Cc1nn(-c2ccc(F)cc2)c(Cl)c1C(=O)N(C)CC(=O)Nc1cccc(F)c1
i | 3 | Cc1cccc(OCCC(=O)NNC(=O)c2ccoc2C)c1
i | 49 | CCn1nnc2cc(C(=O)Nc3cccc(S(=O)(=O)N(C)C)c3)ccc21
i | 28 | COc1ccc(-c2csc3ncnc(N4CCN(c5ccccc5OC)CC4)c23)cc1
i | 57 | CC(OC(=O)CNC(=O)c1ccc(Cl)c([N+](=O)[O-])c1)C(=O)NCc1ccco1 (stereo unspecified)
i | 48 | Cc1ccc(NC(=O)c2ccc(OCc3c(C)noc3C)cc2)cc1C
i | 50 | O=C1N[C@@H](Cc2ccccc2)C(=O)N2[C@H]3Nc4ccccc4[C@@]3([C@]34C[C@H]5C(=O)N[C@@H](Cc6ccccc6)C(=O)N5[C@H]3Nc3ccccc34)C[C@@H]12
i | 42 | CN1CCN(S(=O)(=O)c2ccc(Oc3ccc(Br)cc3F)nc2)CC1
i | 54 | NC(=O)c1ccc(-c2noc(-c3cccc(Cl)c3)n2)cc1
i | 14 | COc1ccc(CN(C)C(C)C(=O)Nc2ccc(S(=O)(=O)N3CCCCC3)cc2)c(OC)c1 (stereo unspecified)
i | 15 | Cc1cc(C)n2nc(SCc3ccccc3F)nc2n1
i | 34 | CCOC(=O)C1=C(N)OC2=C(C(=O)CCC2)C1c1ccc2c(c1)OCO2 (stereo unspecified)
i | 50 | CSCC[C@H](NC(=O)[C@@H]1Cc2ccccc2CN1)C(=O)NC[C@H]1CC[C@H](C(=O)O)CC1
i | 49 | FC(F)(F)c1cc(Cl)c2nnc(-c3ccccn3)n2c1
i | 56 | CCCC1CCC(c2ccc(OCC)cc2)=CC1=O (stereo unspecified)
i | 49 | Cc1nn(-c2ccccc2)c(C)c1C(=O)OCC(=O)Nc1ccccc1C(F)(F)F
i | 34 | Cc1ccc(S(=O)(=O)Nc2ccccc2F)cc1C(=O)N1CCCC1
i | 45 | Cc1ccc(S(=O)(=O)N2CCN(c3ccccc3)CC2)s1
i | 59 | Cc1cn2c(=O)c(C(=O)NCc3ccc4c(c3)OCO4)cnc2s1
i | 52 | CCOc1ccc(S(=O)(=O)N(C)c2ccc(OCC(=O)NCC3CCCCC3)cc2)cc1
i | 38 | Cc1ccc2c(c1)C1CN(C)CCC1N2S(=O)(=O)c1cc(C(F)(F)F)ccc1Cl (stereo unspecified)
i | 11 | C[C@H](CO)N1C[C@H](C)[C@@H](CN(C)C(=O)NC2CCCCC2)Oc2ccc(NC(=O)Cc3ccccc3)cc2C1=O
i | 46 | CCOc1ccc(C(=O)NCC(c2ccco2)N2CCc3ccccc3C2)cc1 (stereo unspecified)
i | 46 | CCOC(=O)c1cc2cc3ccccc3cc2oc1=O
i | 54 | CCCN(C(=O)CSCc1ccc(Cl)cc1)c1c(N)n(Cc2ccccc2)c(=O)[nH]c1=O
i | 57 | C/C(=N\NC(=O)CCC(=O)N/N=C(\C)c1ccc(C)o1)c1ccc(C)o1
i | 16 | NC(=O)c1ccc(NC(=O)COC(=O)CC2Sc3ccccc3NC2=O)cc1 (stereo unspecified)
i | 29 | O=C(O)c1cccc(N2C(=O)CSC2=S)c1
i | 34 | N#Cc1ccccc1OCC(=O)Nc1ccc2c(c1)OCCO2
i | 28 | CC(=O)Nc1ccc(S(=O)(=O)N2c3ccc(F)cc3CCC2C)cc1 (stereo unspecified)
i | 37 | Cn1nnnc1Sc1ncnc2scc(-c3cccc(F)c3)c12
i | 50 | CC(=O)Nc1c(O)nc(SCC(=O)N2CCCCC2)[nH]c1=O
i | 56 | C#Cc1ccc([C@H]2C=C(C(=O)NCc3ccccc3)O[C@@H](OCc3ccc(CO)cc3)C2)cc1
i | 34 | CCc1nnc(NC(=O)C2CSC3(C)CCC(=O)N23)s1 (stereo unspecified)
i | 34 | CCC(C)NC(=O)[C@@H]1CSC2c3ccccc3C(=O)N21 (stereo partly specified)
i | 43 | O=S(=O)(c1ccc(SCc2ccc(Br)cc2)nc1)N1CCOCC1
i | 36 | Cc1cc(NC(=O)c2cccc(Br)c2)no1
i | 36 | COc1ccc2c(COC(=O)[C@H](C)NS(=O)(=O)c3ccccc3F)cc(=O)oc2c1
i | 62 | COc1ccc(C(=O)COC(=O)CCNS(=O)(=O)c2ccc(NC(C)=O)cc2)c(OC)c1
i | 18 | CCN(CC(=O)Nc1ccc(NC(C)=O)cc1)C(=O)c1cc(C)on1
i | 35 | CC1CCC2(CC1)NC(=O)N(CC(=O)NC(C)c1ccc(F)c(F)c1)C2=O (stereo unspecified)
i | 40 | CN(Cc1ccccc1)C(=O)COC(=O)c1cc(=O)[nH]c2ccccc12
i | 40 | CCOc1ccc(NC(=O)CN(C)C(=O)c2cc(C)nc3ccccc23)cc1OCC

(cont.)
T cell HTS | T cell HTS vesicle-bound % | smiles
i | 52 | CCCC(C(=O)NCCC(C)C)N(Cc1ccc(OC)cc1)C(=O)c1snc(C(N)=O)c1N (stereo unspecified)
i | 24 | CC1(C)CC(=O)C=C(CN2C(=O)c3ccccc3C2=O)C1=O
i | 18 | COc1ccc(-c2cc3cc(F)ccc3cn2)cc1
i | 28 | COCCN(Cc1nc2ccccc2c(=O)[nH]1)C(=O)COc1cccc(C(C)=O)c1
i | 7 | C[C@H](CO)N1C[C@H](C)[C@@H](CN(C)C(=O)Nc2ccc3c(c2)OCO3)Oc2c(NC(=O)Nc3ccccc3)cccc2C1=O
i | 31 | Cc1cccn2c(=O)c3cc(C(=O)N4COCC4(C)C)n(Cc4ccccc4)c3nc12
i | 51 | COc1ccc(C)cc1NC(=O)CNC(=O)c1sc2ccccc2c1Cl
i | 25 | N#Cc1ccccc1S(=O)(=O)N1CCN(C(=O)[C@@H]2CCCN2C(=O)c2cccs2)CC1
i | 36 | CSc1c(CN2CCN(C)CC2)c2ccccc2n1C
i | 52 | O=C1COc2ccc(C(=O)COC(=O)/C=C/c3ccco3)cc2N1
i | 24 | CN(CC(=O)Nc1cccc(F)c1)C(=O)c1cccnc1Sc1ccccc1Cl
i | 26 | Cc1ccc(OCC(=O)NNC(=O)C2CCN(c3ncnc4sc(C)c(C)c34)CC2)cc1
i | 32 | COc1ccc(CNC(=O)C2(CC3CC(c4ccccc4)=NO3)CCN(C(=O)c3cccc(O)c3)CC2)cc1 (stereo unspecified)
i | 37 | CCOC(=O)c1c(NC(=O)COC(=O)c2ccccn2)sc(C)c1C
i | 41 | CC(=O)N1CCc2[nH]c3ccc(C)cc3c2C1
i | 58 | C=CCNC(=O)c1ccc2nc(Cc3ccc(OC)cc3)oc2c1
i | 29 | CC(C)Cn1nc(C(=O)Nc2cccc(S(=O)(=O)N3CCCC3)c2)c2ccccc2c1=O
i | 9 | CN(C(=O)Cn1c(Cl)nc2c1c(=O)n(C)c(=O)n2C)C1CCS(=O)(=O)C1 (stereo unspecified)
i | 22 | O=C(NCCC(=O)N1CCN(c2ccccn2)CC1)c1ccc(Br)cc1
i | 16 | C[C@H](CO)N1C[C@H](C)[C@@H](CN(C)S(=O)(=O)c2ccc(F)cc2)Oc2ccc(NC(=O)C3CCCCC3)cc2C1=O
i | 44 | CCCN(C(=O)c1c(-c2ccccc2)noc1C)c1c(N)n(Cc2ccccc2)c(=O)[nH]c1=O
i | 3 | O=C(CNC(=O)c1ccc2ccccc2c1)Nc1ncccc1O
i | 47 | CCOc1ccc(OCCCC(=O)NNC(=O)c2ccncc2)cc1
i | 35 | Cc1c(S(=O)(=O)N2CCC(C)CC2)c(=O)n(C)c(=O)n1C
i | 17 | CCc1noc(C)c1C(=O)Nc1nc2c(F)cc(F)cc2s1
i | 25 | C=C/C(C)=C/C[C@H]1C(=C)CCC2[C@](C)(C(=O)O)CCC[C@@]21C (stereo partly specified)
i | 60 | Cn1cc(/C=C(\C#N)C(=O)Nc2ccccc2O)c2ccccc21
i | 43 | CCOc1ccc(NC(=O)CN(C)C(=O)COc2cccc(CC)c2)cc1OCC
i | 61 | CC(C)(Oc1ccc(Cl)cc1)C(=O)NCC1CCCO1 (stereo unspecified)
i | 34 | Cc1noc(C)c1COC(=O)c1cc(S(=O)(=O)N2CCOCC2)ccc1F

At a glance, 2 of the compounds above:
T cell HTS | T cell HTS vesicle-bound % | smiles
i | 46 | CCOC(=O)c1cc2cc3ccccc3cc2oc1=O
i | 54 | CCCN(C(=O)CSCc1ccc(Cl)cc1)c1c(N)n(Cc2ccccc2)c(=O)[nH]c1=O

Single values from the entries so far:
T cell HTS vesicle-bound % with Cc1noc(C)c1COC(=O)c1cc(S(=O)(=O)N2CCOCC2)ccc1F reads 34
T cell HTS vesicle-bound % with C=CCNC(=O)c1ccc2nc(Cc3ccc(OC)cc3)oc2c1 reads 58
T cell HTS vesicle-bound % with CN(CC(=O)Nc1cccc(F)c1)C(=O)c1cccnc1Sc1ccccc1Cl reads 24
T cell HTS vesicle-bound % with CC(C)Cn1nc(C(=O)Nc2cccc(S(=O)(=O)N3CCCC3)c2)c2ccccc2c1=O reads 29
T cell HTS vesicle-bound % with O=C(NCCC(=O)N1CCN(c2ccccn2)CC1)c1ccc(Br)cc1 reads 22

2 compounds picked at random from those above:
T cell HTS | T cell HTS vesicle-bound % | smiles
i | 35 | Cc1c(S(=O)(=O)N2CCC(C)CC2)c(=O)n(C)c(=O)n1C
i | 47 | CCOc1ccc(OCCCC(=O)NNC(=O)c2ccncc2)cc1

These rows are one share of the data, so the mix of outcomes need not match the whole.
